Source: PubChem (Sanford-Burnham Center for Chemical Genomics)
SENP8 block-1: human SENP8 protease inhibitors, primary screen, biochemical, fluorescence, Nedd8 protein substrate, uHTS. Sentrin-specific protease 8 (Homo sapiens), Q96LD8. recombinant SENP8. inhibition, % at 20 µM. 0.64% of 360,000 active. AID 602440, 2012; in the data active = inhibition mostly above about 40%, no sharp cut-off; inactive = mostly below about 27%
Target sequence (Q96LD8 whole entry, looked up): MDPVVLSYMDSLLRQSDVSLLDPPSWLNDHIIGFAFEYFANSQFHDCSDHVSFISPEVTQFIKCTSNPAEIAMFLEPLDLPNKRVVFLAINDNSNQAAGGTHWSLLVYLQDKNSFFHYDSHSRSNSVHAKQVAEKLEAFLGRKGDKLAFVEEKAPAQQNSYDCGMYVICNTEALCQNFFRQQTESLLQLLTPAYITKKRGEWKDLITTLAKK
SENP8 block-2: SENP8 protease inhibitors, primary screen, biochemical, luminescence; purified SENP8, Z-RLRGG-aminoluciferin cleavage; inhibition, % at 10 µM; 1.2% of 330,000 active; AID 2540, 2010; in the data active = inhibition above about 50%
SENP6 inh: SENP6 protease inhibitors, primary screen, biochemical, luminescence, uHTS; Sentrin-specific protease 6 (Homo sapiens), Q9GZR1; Recombinant SENP6 catalytic domain, aminoluciferin luminescence; inhibition, % at 10 µM; 1.8% of 330,000 active; AID 2599, 2010;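 active = inhibition above about 50% at the single tested dose, limit read from the data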;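 note: plate controls were DMSO wells with enzyme for no effect and DMSO wells lacking enzyme for full effect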
Target sequence (Q9GZR1 628-1112 limits assumed): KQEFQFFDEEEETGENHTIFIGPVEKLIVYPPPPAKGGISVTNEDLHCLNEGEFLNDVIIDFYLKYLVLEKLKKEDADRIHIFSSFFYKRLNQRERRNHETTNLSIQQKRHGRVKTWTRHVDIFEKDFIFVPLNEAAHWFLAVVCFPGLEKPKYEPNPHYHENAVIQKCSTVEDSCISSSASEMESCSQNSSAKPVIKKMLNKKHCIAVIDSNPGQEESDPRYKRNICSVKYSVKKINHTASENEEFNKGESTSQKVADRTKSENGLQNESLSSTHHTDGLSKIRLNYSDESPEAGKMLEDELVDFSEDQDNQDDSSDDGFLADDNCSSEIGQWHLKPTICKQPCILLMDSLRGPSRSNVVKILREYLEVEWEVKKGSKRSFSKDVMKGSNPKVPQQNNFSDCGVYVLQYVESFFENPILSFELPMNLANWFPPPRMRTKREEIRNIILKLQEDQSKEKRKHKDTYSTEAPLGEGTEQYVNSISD
PfGluPho inh: PfG6PD enzyme inhibitors, primary screen, biochemical, fluorescence intensity, uHTS; AID 504690, 2011; PfGluPho enzyme, NADPH resazurin-diaphorase fluorescence; inhibition, % at 20 µM; glucose-6-phosphate dehydrogenase-6-phosphogluconolactonase (Plasmodium falciparum 3D7); 0.78% of 350,000 active;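 active = inhibition reaching at least a set limit at 20 µM in the primary screen, cut at about 59% in these data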;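 note: 0% = DMSO wells with substrate and 100% = DMSO wells lacking glucose-6-phosphate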
Apaf1 inhib: inhibitors of human Apaf-1 apoptosome, primary screen, biochemical, DEVD-Rh110 fluorescence, uHTS | AID 489030, 2010 | Apoptotic protease-activating factor 1 (Homo sapiens), O14727 | inhibition, % at 20 µM | 0.71% of 330,000 active | reconstituted apoptosome caspase-3 activity; active = inhibition of at least 40% at 20 µM;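 note: plate controls were DMSO wells for no effect and DEVD-CHO caspase inhibitor wells for full effect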
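Material: reconstituted apoptosome with Apaf-1, cytochrome c, caspase-9, procaspase-3, dATP; medium: pH 7.5 Hepes buffer with CHAPS, BSA, DTT; also added: cytochrome c and DEVD-Rh110 substrate; timing: 30 min plus 50 min, RT; signal: Rh110 fluorescence intensity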
NLRP3 yeast inh: NALP3 inflammasome inhibitors in reconstituted yeast, primary screen, luminescence, uHTS; inhibition, % at 10 µM; Yeast reconstituted NLRP3/ASC/caspase-1, beta-gal luminescence, 24 h; AID 2825, 2010; 0.39% of 330,000 active;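 active = inhibition of 50% or more; inactive = inhibition below 50%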;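 note: plate controls were induced DMSO wells for no effect and uninduced yeast grown without galactose for full effect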
HKDC1 inh: HKDC1 hexokinase inhibitors, primary screen, biochemical, fluorescence, uHTS | Q2TB90 | recombinant HKDC1, G6PDH/diaphorase resazurin coupled fluorescence | inhibition, % at 20 µM | 0.16% of 340,000 active | AID 493160, 2011;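 active = inhibition above about 35% when tested at 20 µM, limit read from the data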;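 note: plate controls were DMSO wells with enzyme for no effect and DMSO wells lacking enzyme for full effect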
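Test system: recombinant HKDC1 (HK5) hexokinase enzyme, produced in-house / Doses: 20 µM test compound, 1% DMSO / Timing: 90 min, room temperature / Detection: G6PDH/diaphorase-coupled fluorescence, 1 mM NADP, 100 µM resazurin, 525/613 nm / Control set: DMSO wells with and without enzyme mix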
SENP7 inh: SENP7 protease inhibitors, primary screen, biochemical, luminescence, uHTS | Sentrin-specific protease 7 (Homo sapiens), Q9BQF6 | recombinant SENP7, Z-RLRGG-aminoluciferin luminescence, 40 min | inhibition, % at 5 µM | 1.5% of 330,000 active;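 active = inhibition above about 50% at the single test dose, limit read from the data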;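 note: plate controls were DMSO with enzyme for no effect and no enzyme buffer wells for full effect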
Target sequence (Q9BQF6 706-1050 limits assumed): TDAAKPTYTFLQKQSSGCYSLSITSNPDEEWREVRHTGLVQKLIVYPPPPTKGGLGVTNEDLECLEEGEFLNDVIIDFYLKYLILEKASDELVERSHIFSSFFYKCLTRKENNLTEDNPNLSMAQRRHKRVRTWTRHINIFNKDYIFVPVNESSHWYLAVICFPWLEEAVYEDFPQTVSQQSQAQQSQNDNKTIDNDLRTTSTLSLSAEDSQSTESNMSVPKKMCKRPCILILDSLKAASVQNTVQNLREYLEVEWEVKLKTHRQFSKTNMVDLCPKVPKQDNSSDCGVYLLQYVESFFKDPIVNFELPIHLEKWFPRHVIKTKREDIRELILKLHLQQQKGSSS
SENP1 inh: human SENP1 catalytic domain inhibitors, primary screen, biochemical, FRET, uHTS | 0.21% of 360,000 active | recombinant SENP1 catalytic domain, CyPet-SUMO1-YPet FRET cleavage | inhibition, % at 10 µM;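 active = inhibition at least 30% at 10 µM, raw YFP signal under a set limit, fluorescence ratio 0.5 to 1.5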;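 note: 0% = enzyme with DMSO and 100% = no enzyme wells; some results filed as inactive read as strong as hits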
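Material – human SENP1 catalytic domain · Input – SENP1 enzyme, 20 pM final · Compound dosing – single concentration of 10 µM compound, 0.5% DMSO final · Timing – enzyme reaction for 50 min at room temperature, dark · Measured by – FRET fluorescence in CFP and YFP emission channels · Control set – no-enzyme wells low, DMSO-plus-enzyme wells high control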
* hit, by the source's call; . = no result given.

SMILES	SENP8 block-1	SENP8 block-2	SENP6 inh	PfGluPho inh	Apaf1 inhib	NLRP3 yeast inh	HKDC1 inh	SENP7 inh	SENP1 inh
O=C(CSc1nccc(=O)[nH]1)Nc1ccc(Br)c(Cl)c1	17	-4	0	-37	-9	-10	-2	-1	2
CCn1c(C)nc2cc(C(=O)N/N=C/c3ccc(OC)c(O)c3)ccc21	-122	0	1	10	-2	6	-4	0	-4
CSc1ccc(Cn2nnc(C(=O)NCCc3ccc(Cl)cc3)c2N)cc1	8	-4	1	14	-4	11	2	5	-1
CCCCn1c(SCC(N)=O)nc2c(sc3ccccc32)c1=O	-199	5	2	1	-1	-6	3	5	0
COc1ccc(-c2cc(C(F)(F)F)nc(NCc3cccnc3)n2)cc1	-214	2	7	8	-6	25	8	3	0
Cc1[nH]nc(Nc2ccc(O)cc2)c1[N+](=O)[O-]	18	-7	-10	9	1	20	-12	4	1
Cc1ccc(S(=O)(=O)N(C)C)cc1NC(=O)COC(=O)CCNS(=O)(=O)c1ccccc1	6	4	0	-5	-3	28	-3	-3	1
O=C(CNC(=O)c1ccccc1)N/N=C/c1cc(Br)ccc1O	-117	-2	-15	-44	-14	4	5	6	-97
O=C(CN(C1CCCCC1)S(=O)(=O)c1ccc(Cl)cc1)N1CCOCC1	6	-3	0	-22	1	17	2	-6	2
CN(C)C(=S)Nc1nc2ccccc2s1	10	.	.	50	.	.	-6	.	2
CCOc1ccc(N(CC(=O)Nc2cc(Cl)ccc2C)S(C)(=O)=O)cc1	4	8	-1	6	8	11	-4	1	0
Cc1nn(CC(=O)c2ccccc2Cl)c(C)c1[N+](=O)[O-]	20	28	5	5	-9	-10	-2	42	0
CN1C(=O)C(CC(=O)Nc2ccc(F)cc2)N(Cc2ccco2)C1=S (stereo not given)	6	-1	6	3	0	0	-8	-3	2
Cc1cc(C(=O)COC(=O)c2ccc(Br)o2)c(C)n1Cc1ccco1	.	-3	-16	.	15	-10	.	-7	.
CN1CCN(c2nc3ccccc3nc2C(C#N)C(=O)OC2CCCCC2)CC1 (stereo not given)	-2	1	2	1	6	23	1	9	-41
COc1ccc(NC(=O)Nc2c(O)ccc3ccccc23)cc1	-409	5	0	51	32	18	18	4	-6
CC1(C)CC(=O)c2c(n(-c3cccc4ccccc34)ccc2=O)C1	13	-2	-6	-5	-1	2	-1	-3	0
Cc1c(NS(=O)(=O)c2cc(Br)cc3c2N(C(=O)C2CC2)CC3)c(=O)n(-c2ccccc2)n1C	-1	-3	-5	2	5	4	0	-4	0
Cc1cc(-c2nc3ccccc3c(=O)o2)ccc1[N+](=O)[O-]	18	-11	-1	2	-1	12	3	-5	2
Cc1cccnc1NC(=O)C1CCN(S(=O)(=O)c2c(C)noc2/C=C/c2ccco2)CC1	-54	1	-8	10	4	-4	-8	5	-1
COc1ccccc1NC(=O)COC(=O)CCC1CCCC1	9	-5	4	-5	11	-7	-3	1	4
Cc1ccc(N(CC(=O)NCc2ccccc2)S(=O)(=O)c2c(C)noc2C)cc1	12	-2	1	-18	9	-3	-6	-3	1
COc1ccc(-c2ccc3c(c2)C2CC3CCN2CCC#N)cc1 (stereo not given)	5	.	.	-6	.	.	8	.	-1
COc1cc(OC)c(OC)cc1/C=N/NC(=O)c1cc(-c2cccn2C)n[nH]1	-306	0	4	14	4	0	4	5	-1
COc1ccc(S(=O)(=O)N2CCCCCC2)cc1N(C)S(=O)(=O)c1ccccc1	18	-8	11	8	15	-6	-2	-1	0
CCCCN(C(=O)CSc1n[nH]c(-c2ccc(C)cc2)n1)c1c(N)n(CCCC)c(=O)[nH]c1=O	11	12	-11	-6	8	8	0	0	1
COc1ccc(N/C=C\C(=O)c2ccc(C)cc2)cc1OC	-18	-10	-1	9	13	-2	-10	-17	-29
O=C(NC1CCCC1)C(c1cc2c(cc1[N+](=O)[O-])OCO2)N1CCCC1 (stereo not given)	-101	-2	-8	-2	-3	19	2	3	-3
CCN1C(=O)N(C)[C@@H](c2ccccc2)C(C(=O)OC)=C1C	12	-3	-10	-2	-1	12	6	-8	2
COc1ccc(NC(=O)c2cccnc2N2CCCC2)cc1	11	5	-7	-9	0	9	-11	5	2

Reformatted with two lines to a compound: part of the list above.
The line under a structure holds: SENP8 block-1, SENP8 block-2, SENP6 inh, PfGluPho inh, Apaf1 inhib, NLRP3 yeast inh, HKDC1 inh, SENP7 inh, SENP1 inh
O=C(CSc1nccc(=O)[nH]1)Nc1ccc(Br)c(Cl)c1
  17, -4, 0, -37, -9, -10, -2, -1, 2
CCn1c(C)nc2cc(C(=O)N/N=C/c3ccc(OC)c(O)c3)ccc21
  -122, 0, 1, 10, -2, 6, -4, 0, -4
CSc1ccc(Cn2nnc(C(=O)NCCc3ccc(Cl)cc3)c2N)cc1
  8, -4, 1, 14, -4, 11, 2, 5, -1
CCCCn1c(SCC(N)=O)nc2c(sc3ccccc32)c1=O
  -199, 5, 2, 1, -1, -6, 3, 5, 0
COc1ccc(-c2cc(C(F)(F)F)nc(NCc3cccnc3)n2)cc1
  -214, 2, 7, 8, -6, 25, 8, 3, 0
Cc1[nH]nc(Nc2ccc(O)cc2)c1[N+](=O)[O-]
  18, -7, -10, 9, 1, 20, -12, 4, 1
Cc1ccc(S(=O)(=O)N(C)C)cc1NC(=O)COC(=O)CCNS(=O)(=O)c1ccccc1
  6, 4, 0, -5, -3, 28, -3, -3, 1
O=C(CNC(=O)c1ccccc1)N/N=C/c1cc(Br)ccc1O
  -117, -2, -15, -44, -14, 4, 5, 6, -97
O=C(CN(C1CCCCC1)S(=O)(=O)c1ccc(Cl)cc1)N1CCOCC1
  6, -3, 0, -22, 1, 17, 2, -6, 2
CN(C)C(=S)Nc1nc2ccccc2s1
  10, ., ., 50, ., ., -6, ., 2
CCOc1ccc(N(CC(=O)Nc2cc(Cl)ccc2C)S(C)(=O)=O)cc1
  4, 8, -1, 6, 8, 11, -4, 1, 0
Cc1nn(CC(=O)c2ccccc2Cl)c(C)c1[N+](=O)[O-]
  20, 28, 5, 5, -9, -10, -2, 42, 0
CN1C(=O)C(CC(=O)Nc2ccc(F)cc2)N(Cc2ccco2)C1=S (stereo not given)
  6, -1, 6, 3, 0, 0, -8, -3, 2
Cc1cc(C(=O)COC(=O)c2ccc(Br)o2)c(C)n1Cc1ccco1
  ., -3, -16, ., 15, -10, ., -7, .
CN1CCN(c2nc3ccccc3nc2C(C#N)C(=O)OC2CCCCC2)CC1 (stereo not given)
  -2, 1, 2, 1, 6, 23, 1, 9, -41
COc1ccc(NC(=O)Nc2c(O)ccc3ccccc23)cc1
  -409, 5, 0, 51, 32, 18, 18, 4, -6
CC1(C)CC(=O)c2c(n(-c3cccc4ccccc34)ccc2=O)C1
  13, -2, -6, -5, -1, 2, -1, -3, 0
Cc1c(NS(=O)(=O)c2cc(Br)cc3c2N(C(=O)C2CC2)CC3)c(=O)n(-c2ccccc2)n1C
  -1, -3, -5, 2, 5, 4, 0, -4, 0

Later entries:
SMILES	SENP8 block-1	SENP8 block-2	SENP6 inh	PfGluPho inh	Apaf1 inhib	NLRP3 yeast inh	HKDC1 inh	SENP7 inh	SENP1 inh
Cc1ccc(-n2c(N)c(Br)c(=O)[nH]c2=O)cc1C	-1	-2	4	4	1	15	-1	-3	1
Cc1ccccc1Nc1nc(N)nc(CSc2nncn2C)n1	-15	-2	9	7	-17	7	-4	14	1
Cc1nn(-c2ccccc2)c2sc(C(=O)N3CCCCC3)cc12	10	-3	-3	-3	14	4	-4	5	1
Cc1cccc(-c2nsc(SCC(=O)Nc3ccc4c(c3)OCO4)n2)c1	26	-8	-9	-3	6	30	-10	10	-2
CCC(=O)N1CCCN(S(=O)(=O)c2ccc(C)cc2)C1c1ccc(OC)cc1 (stereo not given)	2	-1	-18	9	10	24	-3	-2	1
CCOC(=O)[C@H]1[C@H]2COc3ccc(OC)cc3[C@@H]2N2C(=O)c3ccccc3NC(=O)[C@@]12C	9	-15	-25	-12	17	1	-6	-14	2
Cc1ccc(Oc2ccc(Cl)cc2NC(=O)c2ccc(F)cc2F)cc1	24	-10	-9	0	-11	1	5	-4	3
COc1ccc2oc(=N)c(C(=O)Nc3ccc(Br)cc3)cc2c1	-158	-1	-16	1	18	14	-5	3	-49
Cc1cccc(OC(C)C(=O)N2CCCN(C)CC2)c1C (stereo not given)	3	2	-3	3	7	-6	-1	-7	2
Cc1csc(Sc2ccc(S(=O)(=O)N3CCCC3)cn2)n1	1	-5	-3	19	11	-6	-9	-4	0
O=C(COC(=O)CN1C(=O)C2CCCCC2C1=O)Nc1cc(F)ccc1F (stereo not given)	3	-6	-19	-13	2	0	-1	12	-2
Nc1ncnc2nc(SCc3ccc(Cl)cc3Cl)[nH]c12	14	-5	-6	-18	15	12	3	3	-3
O=C1C=C(N2CCN(c3ccccn3)CC2)C(=O)c2c(O)ccc(O)c21	76*	.	.	11	.	.	6	.	2
N#C/C(=C(/O)COC(=O)c1ccc(Cl)c(S(=O)(=O)N2CCOCC2)c1)c1nc2ccccc2[nH]1	8	-9	3	-3	23	15	-5	-4	-4
Nc1nc(SCc2ccccc2Cl)ns1	14	-14	-21	7	5	7	7	-5	2
Nc1ncnc2c1ncn2[C@@H]1O[C@H](CNC(=O)[C@@H](N)Cc2ccc(C(F)(F)F)cc2)[C@@H](O)[C@H]1O	8	.	.	2	17	.	-5	1	2
COc1ccc(-c2cc(CNC(C)=O)on2)cc1	21	-7	-23	3	-2	11	-3	11	1
Cc1ccc(S(=O)(=O)NCCNC(=O)C2CCCNC2=O)cc1 (stereo not given)	7	6	-7	3	-2	2	-5	0	4
O=C(CNc1ccccc1)N/N=C/c1ccc2c(c1)OCO2	10	-7	-7	19	-7	11	-9	-12	2
S=C(Nc1ccccc1Cl)N(Cc1ccccc1)Cc1ccccn1	13	-12	6	8	9	-14	5	-7	0
CC[C@]12c3[nH]c4ccc(Cl)cc4c3CCN1C(=O)[C@@H](CC(=O)NCCCN(C)C)C[C@@H]2C(=O)N1CCN(C(=O)C2CC2)CC1	0	.	.	-1	14	.	-5	3	1
CCCNC(=O)CN1C(=O)COc2ccc(S(=O)(=O)N3CC(C)CC(C)C3)cc21 (stereo not given)	7	6	11	-6	-2	17	0	1	0
CCOC(=O)Cc1c(Sc2ccccc2)c2ccccc2n1C	20	-16	-10	2	12	25	11	-10	1
